# FBW7 act: activators of human E3 ligase FBW7. Q969H0. AlphaScreen FBW7–phospho-cyclin E peptide binding, activator screen. normalized activity (activation), % at 26.1 µM. hit rate 0.13% among 650,000; in the data active means normalized activity above about 1.9%;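 further: purified mutant Fbw7 with reduced substrate affinity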
# Target sequence (Q969H0 whole entry, looked up): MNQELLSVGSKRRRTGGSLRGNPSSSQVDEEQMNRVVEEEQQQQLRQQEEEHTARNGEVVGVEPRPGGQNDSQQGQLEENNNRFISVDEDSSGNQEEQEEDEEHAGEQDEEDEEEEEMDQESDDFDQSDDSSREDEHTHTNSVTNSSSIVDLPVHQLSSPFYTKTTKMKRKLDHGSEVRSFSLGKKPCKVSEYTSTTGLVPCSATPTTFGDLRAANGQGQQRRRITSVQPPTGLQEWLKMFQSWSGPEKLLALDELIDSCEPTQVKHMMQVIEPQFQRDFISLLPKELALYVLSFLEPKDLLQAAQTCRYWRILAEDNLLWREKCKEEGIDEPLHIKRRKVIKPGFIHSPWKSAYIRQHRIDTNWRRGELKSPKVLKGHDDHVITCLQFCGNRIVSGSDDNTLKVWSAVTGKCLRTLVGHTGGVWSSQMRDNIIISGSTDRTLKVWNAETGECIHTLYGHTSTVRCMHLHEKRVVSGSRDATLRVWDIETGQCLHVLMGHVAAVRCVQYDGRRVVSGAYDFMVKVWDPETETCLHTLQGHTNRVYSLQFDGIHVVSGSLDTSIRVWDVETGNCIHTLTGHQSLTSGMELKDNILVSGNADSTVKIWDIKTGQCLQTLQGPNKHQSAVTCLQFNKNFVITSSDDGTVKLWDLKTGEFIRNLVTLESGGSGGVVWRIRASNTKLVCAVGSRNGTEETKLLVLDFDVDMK
# TEAD-YAP block: TEAD-YAP interaction inhibition | HEK-TIYL cells, TEAD-Gal4/YAP UAS-luciferase luminescence | inhibition, % at 9.12 µM | hit rate 1.4% among 640,000; in the data active means inhibition above about 32%;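 further: 0% = median of test compound wells and 100% = reference inhibitor wells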
# MITF primary: inhibitors of human MITF | AlphaScreen MITF homodimerization, bead proximity signal | inhibition, % at 2.6 µM | hit rate 0.91% among 650,000; in the data active means inhibition above about 50%;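 further: 0% = vehicle wells with protein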
# GPR151 ag: human GPR151 activation; PathHunter beta-arrestin GPR151 cells, luminescence; Q8TDV0; activation, % at 11.2 µM; hit rate 1% among 650,000; AID 1508602; in the data active means activation above about 4.9%;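 further: 0% = median of compound wells and 100% = cells with positive control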
# * = called active by the depositor.
No.	structure	TEAD-YAP block	FBW7 act	MITF primary	GPR151 ag
1	CC1=C(C(=O)OC(C)C)C(c2cccc(OCc3ccccc3)c2)n2ncnc2N1 (centres undefined)	-4	0.0	-1	0.9
2	CC1=C(C)C(=O)C(CCCCC#CCCCC#CCO)=C(C)C1=O	-3	0.0	10	3.2
3	Cc1cc(N2C(=O)C3CC=CCC3C2=O)no1 (centres undefined)	6	0.0	5	-0.6
4	CC(C)N1CCC(N2CCN(C/C=C/c3ccc(F)cc3)CC2CCO)CC1 (centres undefined)	-3	-0.1	-11	1.8
5	COCC(C)NC(=O)c1cnn2c1NC(c1ccccc1)CC2C(F)(F)F (centres undefined)	8	0.8	6	1.2
6	c1ccc(-c2nnc(-c3cc4ccccc4o3)o2)cc1	6	0.1	-1	-4.5
7	O=C(Nc1ccc(S(=O)(=O)N2CC3CC(C2)c2cccc(=O)n2C3)cc1)c1ccc2ccccc2c1 (centres undefined)	-8	-0.3	0	2.9
8	COCCCNC(=O)C1CCCc2sc(NC(=O)c3ccccc3)nc21 (centres undefined)	0	0.0	6	0.3
9	O=C(O)C1C2C=CC3(CN(C4CC4)C(=O)C13)O2 (centres undefined)	0	0.0	7	-0.7
10	c1ccc(OCCNc2ncnc3nc(Nc4cccnc4)[nH]c23)cc1	-2	-0.2	11	1.0
11	CC(C(=O)N1c2ccccc2Sc2ccccc21)N1C(=O)c2ccccc2C1=O (centres undefined)	-3	0.1	24	-0.7
12	O=C(Nn1cnnc1)c1cc(-c2ccncc2)nc2ccc(Cl)cc12	13	0.0	11	-0.4
13	Cc1nc2ncnn2c(N2CCN(c3ccccc3)CC2)c1C	2	0.0	-6	0.8
14	COc1cccc([C@@H]2Nc3ccc(C(=O)O)cc3[C@@H]3C=CC[C@@H]32)c1OC	18	-0.1	14	-1.1
15	O=C(COc1ccc([N+](=O)[O-])cc1)NCc1ccc2c(c1)OCO2	-5	0.0	2	-0.7
16	CCOC(=O)C(OC(=O)c1ccc2ncsc2c1)c1ccccc1 (centres undefined)	-1	0.1	6	-0.8
17	CC1(NC(=O)c2ccccc2)CCOCC1	4	0.0	11	-0.1
18	COc1ccc(C2C3C(=O)N(c4ccccc4)C(=O)C3ON2c2ccccc2C)cc1 (centres undefined)	-1	0.2	-9	-1.8
19	CCOC(=O)CNc1nc(Cl)nc(N2CCSCC2)n1	8	-0.2	2	2.6
20	C/C(=N\NC(=O)c1cc(C)oc1C)c1cccc2ccccc12	-35	-0.1	-13	-0.8

# Some of these compounds in order of length of the SMILES, largest number first:
No.	structure	TEAD-YAP block	FBW7 act	MITF primary	GPR151 ag
11	CC(C(=O)N1c2ccccc2Sc2ccccc21)N1C(=O)c2ccccc2C1=O (centres undefined)	-3	0.1	24	-0.7
15	O=C(COc1ccc([N+](=O)[O-])cc1)NCc1ccc2c(c1)OCO2	-5	0.0	2	-0.7
12	O=C(Nn1cnnc1)c1cc(-c2ccncc2)nc2ccc(Cl)cc12	13	0.0	11	-0.4
10	c1ccc(OCCNc2ncnc3nc(Nc4cccnc4)[nH]c23)cc1	-2	-0.2	11	1.0
13	Cc1nc2ncnn2c(N2CCN(c3ccccc3)CC2)c1C	2	0.0	-6	0.8
3	Cc1cc(N2C(=O)C3CC=CCC3C2=O)no1 (centres undefined)	6	0.0	5	-0.6
17	CC1(NC(=O)c2ccccc2)CCOCC1	4	0.0	11	-0.1

# Next part.
No.	structure	TEAD-YAP block	FBW7 act	MITF primary	GPR151 ag
21	COc1cc(NC(=O)COc2ccc(Cl)cc2C)ccc1NC(=O)c1ccco1	-19	-0.1	1	0.3
22	CC(C)Oc1ccc(C(=O)N2CCc3nnc(CNC(=O)C4CCOC4)n3CC2)cc1 (centres undefined)	-4	-0.1	-2	0.0
23	COc1cccc(OC)c1C(=O)NCc1nc(-c2ccc(C)cc2)no1	9	-0.1	6	3.1
24	COc1cccc(C=Nc2ccc(N3CCOCC3)cc2)c1O	1	0.0	-4	3.0
25	CN(C(=O)c1ccco1)C1CCS(=O)(=O)C1 (centres undefined)	5	0.1	5	0.5
26	Cc1ccccc1OCCOC(=O)c1ccc(S(=O)(=O)N2CCCC2)cc1	9	0.0	4	1.2
27	COC(=O)C1CCN(C(=O)CN2C(=O)c3ccccc3C2=O)CC1	4	0.2	-11	-1.6
28	COc1cccc(C(=O)COC(=O)c2ccc3ccccc3n2)c1	7	-0.2	1	0.8
29	CC1(C)CC(=O)C2=C(C1)NC1=C(C(=O)CC(C)(C)C1)C2c1ccccc1O	-5	-0.1	6	1.5
30	COc1cccc(C2(NC(=O)Cn3c(C)nc4ccccc43)CCCC2)c1	9	0.0	1	0.8
31	O=C(COc1ccc(Br)cc1)NC1CCCC1	-21	0.1	6	-0.3
32	O=C(Nc1cc(Cl)c(O)c(Cl)c1)c1ccc(F)cc1	-1	0.0	11	-1.6
33	Cc1ccc(-c2cn3cccc(C)c3n2)cc1	-17	0.1	6	-7.5
34	COc1ccc(C(=O)NCCC(=O)NC2CC2)cc1OC	8	0.3	2	0.3
35	Cc1cccc(N2C(=O)CC(N3CCN(Cc4ccc(Cl)cc4)CC3)C2=O)c1 (centres undefined)	-7	0.0	1	1.0
36	COC(=O)c1ccc(NC(=O)c2cncc(Br)c2)cc1	-9	0.1	10	0.8
37	COc1ccc2ccccc2c1/C=C1\SC(=Nc2ccc(C)cc2)NC1=O	53*	0.0	-3	-1.1
38	COc1ccc(S(=O)(=O)NCCc2csc(-c3ccc(OC)c(OC)c3)n2)cc1C	0	0.0	-3	-1.7
39	COc1ccc(O)c(-c2cc(-c3ccc(F)cc3)n[nH]2)c1	-59	-0.2	16	-0.8
40	c1ccc(-n2nnnc2CSc2nnc3sc4ccccc4n23)cc1	8	0.1	15	-0.2
41	O=C(COc1c(-c2ccccc2)oc2ccccc2c1=O)NCc1ccccc1	1	0.0	7	0.4
42	CCOc1ccc2nc(SCC(=O)Nc3cc(C)ccc3C)sc2c1	9	0.0	6	0.2
43	CC(=O)Nc1sc(C)c(C)c1C(=O)OCC(=O)NC(=O)Nc1ccc2c(c1)OCCO2	-18	0.0	-8	0.1
44	CCn1cc(C(=O)NCc2ccccc2Cl)c(=O)c2ccc(C)nc21	5	0.1	1	0.2
45	NC(=O)C1CCN(C(=O)CN2Cc3ccccc3OC(c3ccccc3)C2)CC1 (centres undefined)	-4	-0.1	-4	-1.2
46	O=C(CCCCCn1c(=S)[nH]c2cc3c(cc2c1=O)OCO3)NC1CCCC1	13	1.1	8	0.6
47	CCOC(=O)CC(=O)CSc1nc2c(sc(=S)n2-c2cccc(OC)c2)c(=O)n1-c1ccc(C(=O)OCC)cc1	3	-0.7	12	0.5
48	COC(=O)C1=C(C)N=c2s/c(=C/c3ccc(Cl)cc3)c(=O)n2C1c1ccc(OC(C)=O)cc1 (centres undefined)	-13	1.1	11	0.5
49	Cc1ccc(CN2CCOc3ccc(CN4CCC(Oc5cccnc5)CC4)cc3C2)o1	8	-0.2	9	-0.2
50	CS(=O)(=O)N(CC(=O)NCCSc1ccccc1)c1cc(Cl)ccc1Cl	-2	-0.2	-14	0.8
51	NC(=O)c1ccc(NC(=O)CSc2nc3[nH]ncc3c(=O)[nH]2)cc1	15	-0.1	12	1.1
52	Cc1cc(NC(=O)CSc2nc3ccccc3c3nc(-c4ccc([N+](=O)[O-])cc4)nn23)n[nH]1	2	1.1	10	-0.8
53	OCCn1c(-c2ccc(-c3ccccc3)cc2)cn2c3ccccc3nc12	-2	1.5	2	0.3
54	COc1ccc(-c2cnc(SCC(=O)Nc3cc(C)cc(C)c3)[nH]2)cc1	6	0.0	-8	1.1
55	CCC1=NN(C(=O)COc2ccc(C)c(Cl)c2)C(O)(C(F)(F)F)C1 (centres undefined)	6	0.0	4	0.9
56	CN1CCCN(C(=O)C2CC23CCN(C/C=C/c2ccco2)CC3)CC1 (centres undefined)	-2	0.1	-14	-0.2
57	COc1cc(C(=O)Nc2ccc(F)c(Cl)c2)cc(OC)c1OC	2	0.1	11	-0.8
58	Cc1oc(-c2ccccc2F)nc1CS(=O)(=O)CC(=O)NC1CCCC(C)C1C (centres undefined)	-4	0.2	7	-0.5
59	CCCCNS(=O)(=O)c1nc2nc(C)cc(C)n2n1	7	0.0	11	-0.2
60	Cc1ccc(NC(=O)CN(C)S(=O)(=O)c2ccc(Br)cc2)cc1C	-2	0.1	-13	1.3
61	COc1ccccc1CN1C(=O)C2C(C(=O)Nc3cccc(C)c3)C3C=CC2(O3)C1C(=O)NC1CCCC(C)C1C (centres undefined)	-2	-0.2	-2	0.3
62	COc1ccc(C(=S)N2CCN(c3cccc(C)c3)CC2)cc1	11	0.1	11	-1.1
63	O=C(Nc1ccccc1)Oc1ccc([N+](=O)[O-])cc1	-38	0.7	6	-2.4
64	COC(=O)c1sc(S(=O)(=O)NCC(=O)O)c(C(=O)OC)c1C	2	-0.2	-2	-0.3
65	O=c1c2ccccc2nc2[nH]c3ccccc3n12	3	0.3	10	2.4
66	CCCN1CCN(c2ncnc3sc(C(=O)Nc4ccccc4F)c(C)c23)CC1	-16	0.0	2	0.2
67	Cc1ccc(C)c(NC(=O)CCC(=O)n2nc(C)cc2C)c1	1	0.1	4	-1.3
68	CCOc1ccc(C(=O)Nc2nncs2)cc1	-26	0.1	8	-0.4
69	CC(C)n1cc(CN2CCC(n3nccc3NC(=O)CCCc3ccccc3)CC2)cn1	6	0.4	16	-1.9
70	Cc1ccc(NC(=O)Cc2ccccc2)cc1C	-32	-0.1	2	-0.2
71	C/C(N)=C(/C#N)C(=O)CSc1nnc2sc3ccccc3n12	-52	0.1	0	0.0
72	CN1CCC(NCCc2ccc(Cl)cc2)CC1	-5	0.1	0	0.1
73	CC1CCc2c(sc(N)c2C(=O)Nc2ccc(Cl)cc2)C1 (centres undefined)	-12	-0.3	0	1.6
74	COc1ccc(CCNC(=O)Cn2c(=O)n(C(C)C)c3ncccc32)cc1OC	9	0.0	5	-0.4
75	O=C1c2cc(S(=O)(=O)O)ccc2C(=O)c2c1ccc(Cl)c2[N+](=O)[O-]	1	0.1	2	-3.0
76	COC(=O)c1ccc(OCC(O)Cn2cnc3cc(C)c(C)cc32)cc1 (centres undefined)	-21	-0.2	6	0.1
77	Cc1ccc(-c2nnc(Nc3ccc(OC(F)(F)F)cc3)c3ccccc23)cc1S(=O)(=O)NC(C)C	-13	0.0	-1	0.9
78	C=CCCCCCCCCC(=O)O.C=CCCCCCCCCC(=O)O.[Zn+2]	7	-0.2	-1	-1.1
79	CCOC(=O)C1CCN(C(=O)CSc2ccccc2)CC1	-2	0.1	16	-0.2
80	O=C(Nc1ccccc1)c1cn(-c2ccccc2)nc1-c1ccc(F)cc1	-4	0.0	-5	0.3

# Copied from above: compounds 77–80
No.	structure	TEAD-YAP block	FBW7 act	MITF primary	GPR151 ag
77	Cc1ccc(-c2nnc(Nc3ccc(OC(F)(F)F)cc3)c3ccccc23)cc1S(=O)(=O)NC(C)C	-13	0.0	-1	0.9
78	C=CCCCCCCCCC(=O)O.C=CCCCCCCCCC(=O)O.[Zn+2]	7	-0.2	-1	-1.1
79	CCOC(=O)C1CCN(C(=O)CSc2ccccc2)CC1	-2	0.1	16	-0.2
80	O=C(Nc1ccccc1)c1cn(-c2ccccc2)nc1-c1ccc(F)cc1	-4	0.0	-5	0.3

# Entries of single compounds from above.
# `COc1ccc(C(=S)N2CCN(c3cccc(C)c3)CC2)cc1` is listed as TEAD-YAP block: 11; FBW7 act: 0.1; MITF primary: 11; GPR151 ag: -1.1
# `CCOC(=O)C1CCN(C(=O)CSc2ccccc2)CC1` is listed as TEAD-YAP block: -2; FBW7 act: 0.1; MITF primary: 16; GPR151 ag: -0.2

# (next part)
No.	structure	TEAD-YAP block	FBW7 act	MITF primary	GPR151 ag
81	CC1CCCC/C1=N\NC(=S)Nc1cccnc1 (centres undefined)	6	-0.2	11	-0.7
82	O=C(CSc1ccc(-c2nc3ccccc3[nH]2)cn1)Nc1ccc2c(c1)OCO2	-76	0.3	2	-7.9
83	CN(C(=O)c1ccncc1)c1nnc(C2CCOC2)s1 (centres undefined)	-13	0.4	4	-1.2
84	C=C(C)Cn1c(Sc2nc3ccccc3[nH]2)nc2c1c(=O)[nH]c(=O)n2C	-11	0.2	6	-1.6
85	CC1CN(C2CCN(Cc3cccc(F)c3)CC2)CC(C)O1 (centres undefined)	7	-0.2	44	1.2
86	C/C(=N\Nc1c([N+](=O)[O-])cc(C(F)(F)F)cc1[N+](=O)[O-])c1ccco1	4	-0.2	3	-0.1
87	CCOc1ccc(-c2cc(C)n3nc(C(=O)Nc4cccc(C(F)(F)F)c4)cc3n2)cc1	-10	0.2	-4	0.4
88	Cc1ccc(Cc2c(C)nc3nc(SCC(=O)Nc4cccc(Cl)c4C)nn3c2C)cc1	26	-0.1	12	-0.4
89	CCOC(=O)c1c(NC(=O)c2ccc(Cl)cc2)sc(C(=O)Nc2cc(C(F)(F)F)ccc2Cl)c1C	-8	0.0	10	0.7
90	O=C(NC1CC1)c1ccc(CS(=O)(=O)Cc2ccccc2Cl)o1	5	-0.2	11	-0.7
91	COc1ccc(/C=C2/SC(=O)N(CCC(=O)N3CCN(C)CC3)C2=S)cc1	6	-0.1	4	0.8
92	Cc1cc(=O)[nH]c(N2CCN(CC(=O)N3CCCCC3C)CC2)n1 (centres undefined)	27	-0.1	8	-0.4
93	Cc1ccc(C(C)N(O)C(=O)c2ccc(S(C)(=O)=O)cc2)o1 (centres undefined)	1	0.0	-5	1.0
94	Cc1sc2nc(CC(=O)N3CCCC3)[nH]c(=O)c2c1C	3	0.1	5	-0.6
95	CCc1cccc2c(C(=O)CCl)c[nH]c12	-11	-0.1	-7	-0.2
